# Bioassay records from PubChem BioAssay.
# aSyn yeast rescue: alpha-synuclein toxicity suppression in yeast. 94,000 compounds, 0.02% hits. S. cerevisiae alpha-synuclein toxicity rescue, BacTiter-Glo growth, 24 h. Potency, µM (series often up to 46.1 µM), for the others: at the highest dose growth rescue (activation), most hits filed as activators; active = well fitted activation curve with a large enough effect; also: 0% is about no effect
#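 Growth restoration measured by BacTiter-Glo luminescence after 24 hr at 30 deg C; alpha-synuclein yeast, raffinose-pregrown to mid-log, were added at OD600=0.02 in galactose medium onto pinned compounds.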
# * = called active by the depositor; & = joins results of further samples; [ ] = dose if it differs, or a comment. Potency is read from the fitted curve at half-maximal effect. An excerpt (hit frequency here may not be typical).
No.	Molecule	aSyn yeast rescue
1	Cc1oc(-c2ccc(F)cc2)nc1CN(Cc1ccccn1)CC1CCCO1 (stereo not given)	8%
2	COc1ccc(CCN2CCC(CNC(=O)c3cnn(-c4ccc(C)cc4)c3C3CCN(C(=O)OC(C)(C)C)CC3)CC2)cc1	-6%
3	C[C@H]1CN([C@@H](C)CO)C(=O)CCCn2nncc2CO[C@H]1CN(C)C(=O)Cc1ccccc1	5%
4	COc1ccc(S(=O)(=O)N2CCC(C(=O)NCCC(=O)NCc3ccccn3)CC2)cc1	5%
5	Cc1nc2cccnc2n1-c1cccc(C(=O)NCc2ccc(OC(C)C)cc2)c1	5%
6	O=C(CC1N=C2c3ccccc3N=C(SCc3cccc(F)c3)N2C1=O)NCc1ccc2c(c1)OCO2 (stereo not given)	0%
7	CCCCCC(=O)N1C[C@@H](O)[C@H](n2cc(-c3ccc(F)cc3)nn2)C[C@@H]1c1ccc(OC)cc1	8%
8	Cc1cccc(C)c1NC(=S)Nc1ccc(F)cc1	9%
9	CN(c1ccccc1)S(=O)(=O)c1ccc(C(=O)NCCc2ccc(F)cc2)cc1	9%
10	Cc1ccc(S(=O)(=O)c2nc(-c3cccc(Cl)c3)oc2NCc2ccccc2)cc1	-2%
11	COc1cc2c(cc1NC(=O)COc1ccc(Cl)cc1)oc1ccccc12	-2%
12	COc1ccc(N(CC(=O)N2CCN(c3cccc(Cl)c3)CC2)S(=O)(=O)c2c(C)noc2C)cc1	18%
13	Cc1ccccc1C(=O)Nc1ccccc1C(=O)OCc1cc(=O)n2ccsc2n1	-13%
14	Nc1[nH]c(=O)nc(Nc2ccccc2)c1N=O	-6%
15	CCOc1ccc(C(Nc2cccnc2)c2cc(Cl)c3cccnc3c2O)cc1 (stereo not given)	21%
16	COc1ccc2c(c1)cc1c(=O)n(CC(=O)NCCCOC(C)C)nc(C)n12	-1%
17	COc1ccc(C(c2sc3nc(C)nn3c2O)N2CCC(C(N)=O)CC2)cc1OC (stereo not given)	6%
18	CCN(CC(=O)NC(C)C)Cc1nc2c(Br)cc(Br)cc2c(=O)[nH]1	-2%
19	CCC(=O)N1c2ccc(S(=O)(=O)CCC(=O)NCc3ccccc3OC)cc2CC1C (stereo not given)	2%
20	O=C(c1ccco1)N1CCN(Cc2cc(=O)c(OCc3cccc(Cl)c3)co2)CC1	7%

# An excerpt of these results, field by field.
3) C[C@H]1CN([C@@H](C)CO)C(=O)CCCn2nncc2CO[C@H]1CN(C)C(=O)Cc1ccccc1
  aSyn yeast rescue: 5%

6) O=C(CC1N=C2c3ccccc3N=C(SCc3cccc(F)c3)N2C1=O)NCc1ccc2c(c1)OCO2 (stereo not given)
  aSyn yeast rescue: 0%

# Going on with the list.
No.	Molecule	aSyn yeast rescue
21	Cc1ccc(NC(=O)CSc2nc(C)cc(C)c2C(=O)Nc2cccc(C)c2)cc1	5%
22	Cc1cc(-c2ccc(C)c(S(=O)(=O)NCCc3ccc(S(N)(=O)=O)cc3)c2)on1	0%
23	O=C(NCc1ccccc1)c1ccc(NC(=O)c2nsc3ccccc23)cc1	0%
24	O=C(CSc1ncnc2ccccc12)Nc1cccc(S(=O)(=O)N2CCOCC2)c1	-3%
25	Cc1ccccc1OCC(=O)Nc1ccccc1C(=O)NC1CC1	-14%
26	Cc1ccc(-c2nnn(CC(=O)Nc3nnc(C(C)C)s3)n2)cc1	5%
27	COc1ccc(CCNC(=O)CN(c2ccccc2)S(=O)(=O)c2ccccc2)cc1	-11%
28	COCCn1c(=N)c(C(=O)NC(C)c2ccccc2)cc2c(=O)n3cc(C)ccc3nc21 (stereo not given)	0%
29	CN(C(=O)CSc1nnc(COc2ccccc2)o1)c1ccccc1	1%
30	Nc1cc(N)nc(SCC(=O)NNC(=O)Cc2ccccc2)n1	-14%
31	O=C(CSc1nc2ccccc2nc1Cc1ccc(Cl)cc1)NCCc1ccccc1	-2%
32	CC(C)CCn1c(=O)[nH]c2ccccc21	8%
33	Cn1c(=O)n(C)c2cc(N3CCOCC3)c(NS(=O)(=O)c3ccc(Br)cc3)cc21	1%
34	COc1ccc(CCN(/C=C2\Sc3ccccc3C2=O)C(C)=O)cc1OC	-5%
35	CCOC(=O)C1=C(C)NC(C)=C(C(=O)OCC)C1c1ccccn1	-4%
36	CCn1cc(C(=O)O)c(=O)c2cnc(N3CCN(C(=S)NC(=O)c4ccccc4)CC3)nc21	3%
37	COc1ccc(Nc2nc(N)nc(CSc3nc4cc(OC)ccc4s3)n2)cc1	-2%
38	CC(=O)Nc1ccc2nc(NC(=O)CS(=O)(=O)c3ccc(F)cc3)sc2c1	-3%
39	CCC(C)(C)NC(=O)C(c1ccc(OC)cc1)N(C(=O)CCC(=O)Nc1cc(C)on1)c1ccc(OC)cc1OC (stereo not given)	-5%
40	O=C(Cn1cnc2ccccc2c1=O)NCCC(=O)Nc1ccc(F)cc1	3%

# Look-ups from the results shown:
# Entry for CCn1cc(C(=O)O)c(=O)c2cnc(N3CCN(C(=S)NC(=O)c4ccccc4)CC3)nc21 under aSyn yeast rescue: 3%
# Entry for COc1ccc(Nc2nc(N)nc(CSc3nc4cc(OC)ccc4s3)n2)cc1 under aSyn yeast rescue: -2%

# Rewritten as labelled records: entries from further up.
[7] CCCCCC(=O)N1C[C@@H](O)[C@H](n2cc(-c3ccc(F)cc3)nn2)C[C@@H]1c1ccc(OC)cc1
- aSyn yeast rescue: 8%
[15] CCOc1ccc(C(Nc2cccnc2)c2cc(Cl)c3cccnc3c2O)cc1 (stereo not given)
- aSyn yeast rescue: 21%
[18] CCN(CC(=O)NC(C)C)Cc1nc2c(Br)cc(Br)cc2c(=O)[nH]1
- aSyn yeast rescue: -2%
[39] CCC(C)(C)NC(=O)C(c1ccc(OC)cc1)N(C(=O)CCC(=O)Nc1cc(C)on1)c1ccc(OC)cc1OC (stereo not given)
- aSyn yeast rescue: -5%

# (list continues)
No.	Molecule	aSyn yeast rescue
41	Cc1ccc(-c2nnc(Nc3ccc(Br)cc3)c3ccccc23)cc1S(=O)(=O)NCC1CCCO1 (stereo not given)	8%
42	CC1(c2ccc(Cl)cc2Cl)NC(=O)N(CC(=O)NCCC2=CCCCC2)C1=O (stereo not given)	17%
43	CCN(CC(=O)Nc1cccc(C(C)=O)c1)S(=O)(=O)c1ccc(C)cc1	-5%
44	O=C(CN1CCCC1)OCCCC1CCCCC1	-2%
45	CCOc1ccc(-n2c(=O)c3sc4ccccc4c3n(Cc3cccc(C)c3)c2=O)cc1	-8%
46	COc1ccc(S(=O)(=O)Nc2ccccc2C(=O)NCc2cccnc2)cc1OC	2%
47	COc1ccc(CNC(=O)CC(C)n2nc(C)cc2C)cc1 (stereo not given)	-6%
48	COc1ccccc1CNc1ncnc2c1c(-c1ccccc1)cn2-c1ccc(Br)cc1	3%
49	Cc1ccc2c(c1)c1c(c(=O)n(-c3cccc(Cl)c3)c(=O)n1CC(=O)N1CCCC1)n2C	0%
50	Cc1ccc(S(=O)(=O)N2CCCC2C(=O)Nc2ccc(Br)cc2)cc1 (stereo not given)	-34%[inhibitor]
51	CCN(CC)CCNc1ccc(CO)c2oc3cc(Cl)ccc3c(=O)c12	-11%
52	O=C(Oc1cccc(C(=S)N2CCOCC2)c1)c1ccc([N+](=O)[O-])cc1	-6%
53	CCC1(C)Cc2c(sc3nc(SC)[nH]c(=O)c23)CO1 (stereo not given)	0%
54	Cc1ccsc1C(=O)OCC(=O)NCCCc1ccccc1	5%
55	O=C(Nc1cccc(C(F)(F)F)c1)c1cc(CN2CCOCC2)on1	4%
56	O=C(NCc1ccc(F)cc1)c1ccc2c(c1)N(Cc1c(F)cccc1Cl)C(=O)CS2	5%
57	CCOC(=O)N1CCN(Cc2nc(N)nc(Nc3ccc(Cl)cc3)n2)CC1	7%
58	COc1ccc(NC(=O)CSc2ncc3c(n2)-c2ccccc2N(C)S3(=O)=O)cc1Cl	-4%
59	CN(C(=O)c1ccc2c(Cl)c3c(nc2c1)CCC3)c1ccccc1F	-5%
60	COc1ccc(OCC(=O)N2CCCC(Nc3ccc(C)c(C)c3)C2)cc1 (stereo not given)	-5%
61	Cc1ccc(N(CC(=O)NCc2ccccn2)S(=O)(=O)c2ccccc2)cc1C	0%
62	CCOC(=O)c1ccc(NC(=O)Nc2ccc3snnc3c2)cc1	-6%
63	COCCNC(=O)Cn1c(=O)n(-c2ccc(C)c(C)c2)c(=O)c2c3c(sc21)CCCCC3	-1%
64	Nc1cc(=O)n(Cc2ccco2)c(=S)[nH]1	1%
65	Cc1ccc(NC(=O)Cn2nc(C)n3cccc3c2=O)c(C)c1	-4%
66	O=C(c1ccco1)N1CCN(c2ccc([N+](=O)[O-])c(N3CCOCC3)c2)CC1	-6%
67	Cc1ccc2sc(N(Cc3cccnc3)C(=O)Cc3ccccc3)nc2c1C	23%
68	CCC(Sc1nc(N)cc(=O)[nH]1)C(=O)Nc1cc(C)on1 (stereo not given)	-16%
69	COc1ccccc1NC(=O)C1=C(C)Nc2nc(SCc3ccccc3)nn2C1c1cccnc1 (stereo not given)	-6%
70	COc1cccc(N2CCN(c3ncnc4onc(-c5ccc(F)cc5)c34)CC2)c1	4%
71	CC(=O)c1ccc(S(=O)(=O)Oc2ccc(-c3ccc(C(=O)O)cc3)cc2)cc1	2%
72	CC(=O)Nc1ccc(N(C(=O)Cn2nnc3ccccc32)C(C(=O)NCc2ccccc2)c2ccc(C)cc2)cc1 (stereo not given)	-6%
73	COc1ccc(-c2[nH]c(-c3cccc(OC)c3)nc2SCC(=O)NC2CCCC2)cc1	-12%&-4%
74	Nc1ccn([C@@H]2O[C@H](CNCc3cccc4c3sc3ccccc34)[C@@H](O)[C@H]2O)c(=O)n1	2%
75	CC(Sc1n[nH]c(-c2ccccc2)n1)C(=O)c1c(N)n(C)c(=O)n(C)c1=O (stereo not given)	7%
76	Clc1ccc(-c2nc3cnccn3c2Nc2ccc3c(c2)OCO3)cc1	-8%
77	COc1ccc(S(=O)(=O)N2CCCCC2)cc1C(=O)Nc1cccc(C(F)(F)F)c1	-8%
78	CCC(C(=O)NCCc1ccc(S(N)(=O)=O)cc1)c1ccccc1 (stereo not given)	-13%
79	Cc1ccc2c(c1)C(c1ccccc1)N(C(=O)COc1ccc(Cl)cc1Cl)CC(=O)N2 (stereo not given)	29%
80	Cc1nc([N+](=O)[O-])c(SCC(O)CCl)n1Cc1ccc(Cl)cc1 (stereo not given)	1%
81	O=[N+]([O-])/C=C/c1cc2ccccc2[nH]1	10%
82	COc1ccc(-c2nc(SCC(=O)NC3CCCC3)c(-c3ccc(OC)cc3)[nH]2)cc1	7%
83	CCOC(=O)N1CCc2c(sc3c2c(=O)n(Cc2ccccc2)c(=O)n3Cc2c(F)cccc2Cl)C1	2%
84	CCOc1ccc(N(C(C)C(=O)NCCSc2ccc(C)cc2)S(C)(=O)=O)cc1 (stereo not given)	9%
85	CCOc1ccc(NC(=O)Cn2cc(S(=O)(=O)NC)c(S(=O)(=O)NC)c2)cc1	-6%
86	O=c1[nH]cc(N(CCO)CCO)c(=O)[nH]1	1%
87	Cc1ccc(CC(=O)Nc2ccc(S(=O)(=O)N3CCOCC3)cc2)cc1	0%
88	Oc1c(C(c2cccs2)N2CCOCC2)sc2ncnn12 (stereo not given)	9%
89	CCOC(=O)c1cc2c(=O)n3ccccc3nc2n(CC2CCCO2)c1=NC(=O)c1ccccc1C (stereo not given)	4%
90	CC(C)CCn1c(=O)c2sccc2n2c(CCCC(=O)Nc3ccc(C(C)C)cc3)nnc12	-4%
91	COc1ccc(-n2cnc3cc(C(=O)NC4CCCCCC4)ccc32)cc1	7%
92	Cc1nn(C)c2ncc(C(=O)c3ccccc3O)cc12	16%
93	CCc1ccc(NC(=O)C2CCCN(S(=O)(=O)c3cccc4nsnc34)C2)cc1 (stereo not given)	-8%
94	O=C(Nc1ccc(F)c(Cl)c1)C1CC(=O)n2c(nc3ccccc32)N1 (stereo not given)	-2%
95	COc1ccc(C(=O)CC(=O)c2ccccc2)cc1	-12%
96	COc1ccc(C2(CNC(=O)c3cccc([N+](=O)[O-])c3)CCOCC2)cc1	-3%
97	Nc1ccc(C(=O)N(CCO)CCO)cc1	3%
98	CCCCN1C(=O)CN(C2CCCCCC2)C(=O)C1c1ccc(OCCC)c(OC)c1 (stereo not given)	-9%
99	CCc1ccc(CNC(=O)c2sc3nc[nH]c(=O)c3c2C)cc1	-14%
100	COc1ccc(N2CCN(S(=O)(=O)CCNC(=O)c3c(F)cccc3Cl)CC2)cc1	-3%

# The results go on:
No.	Molecule	aSyn yeast rescue
101	O=C1c2ccccc2C(=O)c2c(NCCCN(CCO)CCO)cccc21	-9%
102	Cc1cc(C)cc(N(CC(=O)NCCSCc2ccccc2)S(C)(=O)=O)c1	0%
103	C/C(=N/NS(=O)(=O)c1ccccc1)c1ccc(NC(=O)C2CC2)cc1	-4%
104	CCOC(=O)c1ccc(NS(=O)(=O)c2cc3c(cc2C)n(C)c(=O)c(=O)n3C)cc1	1%
105	CC1CC(=O)N(c2ccc(N(C)Cc3ccccc3)c([N+](=O)[O-])c2)C1=O (stereo not given)	0%
106	O=C(Nc1ccc(F)cc1F)c1ccc2c(c1)CCN2S(=O)(=O)c1ccc(Cl)cc1	12%
107	O=S(=O)(Nc1cccc(-c2ccc3nncn3n2)c1)c1ccccc1F	-7%
108	COc1ccc2oc(C(=O)OCC(=O)N(C)c3ccccc3)c(C)c2c1	-39%[inhibitor]
109	CC(C)(C)C(=O)NC(=S)N1CCOCC1	2%
110	CC1CCC(NC(=O)Cn2ncc3c4ccccc4n(Cc4ccc(Cl)cc4)c3c2=O)CC1 (stereo not given)	1%
111	Cc1ccc(-n2ncc3c(NCCCN4CCOCC4)ncnc32)cc1Cl	1%
112	Cc1ccc(CNc2nc3ccccc3c3nc(-c4cccc(C)c4)nn23)cc1	2%
113	COc1cccc(CNC(=O)c2cc(=O)[nH]c3ccc(S(=O)(=O)N4CCCC4)cc23)c1	2%
114	Cc1ccc(S(=O)(=O)NCCc2csc3nc(-c4ccccc4C)nn23)cc1	11%
115	C=CCn1c(N)cc(=O)nc1SCC(=O)Nc1ccc(C(=O)OCC)cc1	-2%
